Screening data (PubChem)
bovine MsrA act = activates bovine MsrA enzyme. actives 0.3% (n = 360,000). purified bovine MsrA, absorbance read-out. AID 602163. activation, % at 10.6 µM; in the data active = activation above about 7.5%;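 note: 0% = vehicle and 100% = reference activator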
MsrA inhibitor = inhibits bovine methionine sulfoxide reductase A; AID 651718; inhibition, % at 15.5 µM; purified bovine MsrA, absorbance read-out; actives 0.75% (n = 360,000); in the data active = inhibition above about 4.5%;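 note: 0% = vehicle wells with enzyme and 100% = reference inhibitor wells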
PABP1 MLLE inh = inhibitors of microRNA-mediated deadenylation, human PABP1 MLLE binding. P11940. GST-MLLE / FITC-PAM2 fluorescence polarization. inhibition, % at 20 µM. actives 0.36% (n = 360,000). AID 588489; in the data active = inhibition above about 35%, passing the limit was not always enough;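 note: plate controls were DMSO wells with GST-MLLE for no effect and wells lacking GST-MLLE protein for full effect; some results filed as inactive read as strong as hits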
MT1-MMP act inh = MT1-MMP (human) activation inhibition; AID 651647; P50281; GFP/RFP ratio change, % at 20 µM; HT1080 RFP-PRO-GFP cells, GFP/RFP ratio fluorescence, overnight; percent of plate control window, DMSO zero; actives 0.061% (n = 360,000);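 active = GFP/RFP ratio change of at least 30% with cell ATP level not reduced by more than half and red fluorescence within 50% of control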; note: strong numbers were not always called active
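Material – HT1080 RFP-PRO-GFP cells · Control set – DMSO wells and RFP-L50D-GFP cells · Incubation – overnight cell settling, then overnight compound exposure, 37 °C, 5% CO2 · Compound dosing – single-point 20 µM compound, 1% DMSO · Read-out – GFP/RFP fluorescence ratio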
SKN-1 inh = inhibitors of C. elegans SKN-1 | C. elegans VP596 Pgst-4::GFP/RFP ratio, acrylamide-induced, 24 h | inhibition, % at 21.8 µM | actives 0.49% (n = 360,000) | AID 624304;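 active = interference check ratio from 0.5 to 1.5 plus GFP to RFP signal ratio inhibition reaching or exceeding a fixed threshold, cut at about 30% in these data, passing the limit was not always enough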; note: some compounds called inactive have numbers as strong as hits
Tb MetRS inh = blocks T. brucei methionyl-tRNA synthetase activity; purified T. brucei MetRS, ATP depletion, Kinase-Glo luminescence; inhibition, % at 11.9 µM; actives 0.4% (n = 360,000);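 active = inhibition above a per-plate cutoff of the control wells' mean inhibition plus 3 SD, cut at about 5.5% in these data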;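 note: 0% = DMSO wells median and 100% = median of wells with control inhibitor compound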
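System: purified T. brucei MetRS enzyme / Detection: Kinase-Glo luciferase luminescence reporting remaining unconsumed ATP / Medium: HEPES buffer with MgCl2, KCl, DTT, spermine, BSA, pyrophosphatase / Replication: singlicate, one well per compound / Evaluation: percent inhibition relative to median high and low control wells / Schedule: 2 h aminoacylation at 25 °C after 15 min preincubation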
FAS TE block = FAS thioesterase (human) inhibition; actives 0.67% (n = 360,000); inhibition, % at 15 µM; P49327; recombinant FAS-TE, OMFH fluorogenic substrate, fluorescence endpoint;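 active = compounds whose normalised, plate-corrected inhibition of enzyme fluorescence in the single-dose primary screen is 50% or more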;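 note: 0% = DMSO with enzyme and 100% = substrate without enzyme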
NRP1-CendR mod = modulators of CendR peptide binding to human neuropilin-1; FAM-RPARPAR peptide binding to NRP-1, fluorescence polarization; O14786; inhibition, % at 25 µM; actives 0.85% (n = 360,000); AID 602438;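 active = inhibition or corrected inhibition above about 18%, plus a signal ratio from 0.5 to 1.5, limit read from the data, passing the limit was not always enough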; note: strong numbers were not always called active
Target sequence (O14786 whole entry, looked up): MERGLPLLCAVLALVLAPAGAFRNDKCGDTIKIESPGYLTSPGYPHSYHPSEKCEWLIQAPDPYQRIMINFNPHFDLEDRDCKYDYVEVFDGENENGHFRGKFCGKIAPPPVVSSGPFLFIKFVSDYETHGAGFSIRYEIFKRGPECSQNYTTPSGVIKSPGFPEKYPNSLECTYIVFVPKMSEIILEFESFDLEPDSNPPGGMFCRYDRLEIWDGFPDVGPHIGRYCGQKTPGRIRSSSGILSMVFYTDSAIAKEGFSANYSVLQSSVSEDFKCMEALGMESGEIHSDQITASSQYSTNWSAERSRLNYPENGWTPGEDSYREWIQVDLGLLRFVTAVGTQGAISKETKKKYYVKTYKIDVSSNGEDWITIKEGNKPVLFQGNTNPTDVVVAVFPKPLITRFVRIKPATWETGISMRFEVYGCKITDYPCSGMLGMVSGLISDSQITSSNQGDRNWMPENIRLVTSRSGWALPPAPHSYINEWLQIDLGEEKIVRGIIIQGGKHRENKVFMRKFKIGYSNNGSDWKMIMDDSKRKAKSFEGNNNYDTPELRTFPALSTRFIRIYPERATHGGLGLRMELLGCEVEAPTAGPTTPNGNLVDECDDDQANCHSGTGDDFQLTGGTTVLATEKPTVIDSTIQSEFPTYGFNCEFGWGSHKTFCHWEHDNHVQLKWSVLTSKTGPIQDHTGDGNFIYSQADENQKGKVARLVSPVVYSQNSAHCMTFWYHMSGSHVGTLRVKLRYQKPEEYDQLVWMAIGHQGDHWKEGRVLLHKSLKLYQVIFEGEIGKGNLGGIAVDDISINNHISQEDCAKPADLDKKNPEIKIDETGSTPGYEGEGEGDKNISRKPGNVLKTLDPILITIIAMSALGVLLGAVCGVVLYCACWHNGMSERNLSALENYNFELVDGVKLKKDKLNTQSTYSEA
eLon inh = inhibits E. coli Lon protease; purified E. coli Lon protease, fluorescence polarization; inhibition, % at 7.94 µM; actives 0.42% (n = 360,000); AID 602123; in the data active = inhibition above about 13%, passing the limit was not always enough;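 note: 0% = enzyme with probe and DMSO and 100% = no enzyme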
* hit, by the source's call; · = not tested or not shown. Not a hit list (roughly 4% active in at least one column).

SMILES	bovine MsrA act	MsrA inhibitor	PABP1 MLLE inh	MT1-MMP act inh	SKN-1 inh	Tb MetRS inh	FAS TE block	NRP1-CendR mod	eLon inh
CC1(c2nnc(Cc3ccccc3)o2)CC(c2ccc(C#N)cc2)=NO1 (stereo not drawn)	-11	0.4	-117	2	-5	-0.5	-2	13	7
Cc1cccc(NC(=O)CSc2nc3[nH]c(=O)cc(O)c3s2)c1	-3	1.5	-5	-1	13	-0.4	-8	-15	-3
O=C(NC(=S)Nc1ncc(Br)cc1Br)c1ccccc1	0	0.6	36	-2	-11	0.0	4	4	-8
COc1ccc(N2CCN(C(CNS(=O)(=O)c3ccccc3)c3ccccc3)CC2)cc1 (stereo not drawn)	-3	0.1	-8	-3	8	0.6	19	17	-4
Cn1c(=O)c(C(=O)NCc2ccccc2)c(O)c2ccccc21	-1	0.8	1	2	2	-0.6	14	-9	5
CCCCC[C@H](C)N1C[C@@H](COCc2ccccc2)Oc2cc(N3CCC[C@H]3C(N)=O)ccc2S1(=O)=O	-11	1.3	·	4	0	-2.0	23	13	2
Cc1ccc(-n2ccnc2SCC(=O)c2c(N)n(C3CC3)c(=O)[nH]c2=O)cc1C	-1	0.2	-49	-7	11	0.9	-7	-10	-2
CCc1nc2c(OCC(=O)N(C)C)cccn2c1N(C=O)Cc1ccc(OC)cc1	-3	0.6	17	-3	7	-0.2	-8	-13	4
O=[N+]([O-])c1ccc(N2CCCC2)c([N+](=O)[O-])c1	-5	9.0*	-13	3	28	1.7	8	-4	-14
CCS(=O)(=O)C1=NSC2=NC(=O)/C(=C\c3ccc(OC(=O)c4ccco4)cc3)C(=N)N21	0	0.3	-10	-8	2	0.5	0	-25	-8
Cc1occc1C(=O)Nc1ccccc1C#N	-9	-0.2	12	3	-2	-0.6	-5	0	-12
O=C(Nc1ccccc1)OCc1cn(-c2ccc(Cl)cc2)nn1	-2	0.2	8	2	7	0.0	-6	0	-1
CC(CCc1ccccc1)NC(=O)COC(=O)c1ccccc1O (stereo not drawn)	-1	-0.3	-4	2	9	-0.4	10	1	3
O=C(CN1CCN(c2ccc(O)cc2)CC1)Nc1cc(S(=O)(=O)N2CCCCC2)ccc1Cl	0	0.1	1	-7	7	0.1	-17	-2	0
Cc1cccc(NC(=S)N2CCn3cccc3C2c2cccnc2)c1 (stereo not drawn)	2	0.7	-27	1	4	0.3	-2	-3	-13
CCOC(=O)c1nnc(-c2ccccc2)nc1Oc1ccccc1Cl	-5	-0.2	6	-3	-18	0.0	8	0	-4
COc1ccc2[nH]c3c(c2c1)CCN1C(=O)C(CC(=O)NCc2cccc(C(F)(F)F)c2)C[C@H](C(=O)N(C(C)C)C(C)C)[C@@]31C (stereo partly drawn)	-6	1.2	-3	-10	-5	-1.7	23	-5	-2
CC(=O)c1ccc(OCc2c(-c3ccccc3)nnn2CC(=O)NS(=O)(=O)c2ccc(C)cc2)cc1	-9	-0.3	-5	-6	13	-0.1	-8	-6	-6
CCn1c(NC(=O)c2nn(C)cc2Br)nc2ccccc21	-4	1.3	7	9	-2	-0.3	-14	-1	-4
CC(=O)N(Cc1ccc(Br)cc1)c1cccc(C)c1C	-5	0.5	3	-4	-3	-1.4	15	6	-8
O=C1C(c2ccccc2)=NCCN1C(c1ccc(F)cc1)c1nc2ccccc2[nH]1 (stereo not drawn)	-2	0.0	-6	-2	13	0.1	-4	3	0
COc1ccccc1NC(=O)C1=C(C)Nc2ncnn2C1c1ccc(C)o1 (stereo not drawn)	5	0.0	7	2	2	-0.4	-2	-1	0
NC(=O)c1cc[n+](CC(=O)NC(=O)Nc2ccccc2)cc1	-3	0.0	5	0	-21	0.2	-6	6	-4
CCN(CC)c1ccc(/C=N/Nc2nc(C)cc(C)n2)c(O)c1	-10	3.1	-49	-20	-13	-0.4	-12	-32	-31
CCC(C(=O)O)N1C(=O)/C(=C/c2cccn2C)SC1=S (stereo not drawn)	-6	1.3	-151	-5	5	-0.8	-12	-164	-470
Cc1ccc(C(c2c(C)n(C)n(-c3ccccc3)c2=O)c2c(C)n(C)n(-c3ccccc3)c2=O)s1	-4	0.8	2	0	3	0.6	2	6	-4
CCc1ccccc1NC(=O)c1cnc2n(c1=O)CCS2	-2	-0.2	7	-3	2	0.2	13	-11	-5
COc1ccccc1NS(=O)(=O)c1cccc(C(=O)NN)c1	-10	1.2	3	13	0	-1.2	-13	-2	0
CCC(C(=O)OC)n1cnc2c(nnn2-c2cccc(OC)c2)c1=O (stereo not drawn)	-5	-0.2	-16	1	-4	-0.2	-4	7	-14
CN(C)c1ccc(C2C3CCCc4ccccc4C3=NN2C)cc1 (stereo not drawn)	-1	1.1	-4	3	-11	-0.3	18	4	-6

Given with bars between the fields: entries from further up.
SMILES | bovine MsrA act | MsrA inhibitor | PABP1 MLLE inh | MT1-MMP act inh | SKN-1 inh | Tb MetRS inh | FAS TE block | NRP1-CendR mod | eLon inh
COc1ccc2[nH]c3c(c2c1)CCN1C(=O)C(CC(=O)NCc2cccc(C(F)(F)F)c2)C[C@H](C(=O)N(C(C)C)C(C)C)[C@@]31C (stereo partly drawn) | -6 | 1.2 | -3 | -10 | -5 | -1.7 | 23 | -5 | -2
CC(=O)c1ccc(OCc2c(-c3ccccc3)nnn2CC(=O)NS(=O)(=O)c2ccc(C)cc2)cc1 | -9 | -0.3 | -5 | -6 | 13 | -0.1 | -8 | -6 | -6
CCn1c(NC(=O)c2nn(C)cc2Br)nc2ccccc21 | -4 | 1.3 | 7 | 9 | -2 | -0.3 | -14 | -1 | -4
CC(=O)N(Cc1ccc(Br)cc1)c1cccc(C)c1C | -5 | 0.5 | 3 | -4 | -3 | -1.4 | 15 | 6 | -8
O=C1C(c2ccccc2)=NCCN1C(c1ccc(F)cc1)c1nc2ccccc2[nH]1 (stereo not drawn) | -2 | 0.0 | -6 | -2 | 13 | 0.1 | -4 | 3 | 0
COc1ccccc1NC(=O)C1=C(C)Nc2ncnn2C1c1ccc(C)o1 (stereo not drawn) | 5 | 0.0 | 7 | 2 | 2 | -0.4 | -2 | -1 | 0
NC(=O)c1cc[n+](CC(=O)NC(=O)Nc2ccccc2)cc1 | -3 | 0.0 | 5 | 0 | -21 | 0.2 | -6 | 6 | -4
CCN(CC)c1ccc(/C=N/Nc2nc(C)cc(C)n2)c(O)c1 | -10 | 3.1 | -49 | -20 | -13 | -0.4 | -12 | -32 | -31
CCC(C(=O)O)N1C(=O)/C(=C/c2cccn2C)SC1=S (stereo not drawn) | -6 | 1.3 | -151 | -5 | 5 | -0.8 | -12 | -164 | -470
Cc1ccc(C(c2c(C)n(C)n(-c3ccccc3)c2=O)c2c(C)n(C)n(-c3ccccc3)c2=O)s1 | -4 | 0.8 | 2 | 0 | 3 | 0.6 | 2 | 6 | -4

Next structures.
SMILES	bovine MsrA act	MsrA inhibitor	PABP1 MLLE inh	MT1-MMP act inh	SKN-1 inh	Tb MetRS inh	FAS TE block	NRP1-CendR mod	eLon inh
O=C(NC(O)C(=O)c1ccccc1)c1ccccn1 (stereo not drawn)	-3	-0.7	-1	3	6	-0.2	1	-2	-2
C=CCC1CCCC(=O)N2CCCC12 (stereo not drawn)	-1	-0.5	3	2	-13	0.8	-8	-7	-8
O=C1c2ccccc2C(c2nnnn2Cc2ccccc2)N1CCc1ccccc1F (stereo not drawn)	-1	-0.6	·	3	10	-0.3	-2	10	1
COc1ccc2ccccc2c1/C=N/NC(=O)c1cc(C)[nH]n1	-4	2.3	-14	-2	-5	-0.2	-2	-8	-11
COc1ccc(S(=O)(=O)NCC2CCCN(Cc3ccccc3C)C2)cc1 (stereo not drawn)	-1	0.8	12	-3	1	-0.4	-1	4	4
CC(C)CCN1C(=O)c2ccccc2C1c1nnnn1C(C)C (stereo not drawn)	-3	-0.3	·	3	18	-0.3	-8	9	-2
COc1ccc(CC(=O)Nc2nc3n(n2)C(c2ccccc2)CC(=O)N3)cc1OC (stereo not drawn)	2	·	9	0	7	-0.2	-5	9	1
Cc1ccc(NC2=Nc3ccccc3N3C2=Nc2c(c(C)nn2-c2ccccc2)C3c2ccc(O)c(O)c2)cc1 (stereo not drawn)	-4	1.6	-3	-4	36*	0.2	28	-4	-7
COC(=O)c1ccccc1NC(=O)Cn1nnc(-c2ccc(OC)cc2)n1	-3	1.2	-7	5	2	-1.2	20	-1	-4
COc1ccc(CCn2c(=O)c3cccnc3n(Cc3ccc([N+](=O)[O-])cc3)c2=O)cc1OC	0	-0.5	5	-2	5	-0.6	11	6	-5
O=C(COc1ccccc1)N/N=C/c1ccc([N+](=O)[O-])o1	-1	4.2	6	-2	6	-0.7	1	4	5
CN(Cc1ccccc1)C(=O)c1cccc(NC(=O)Cc2ccc(NC(=O)C3CCCN(C(=O)C4CCC4)C3)cc2)c1 (stereo not drawn)	1	-0.1	5	-2	10	0.1	-5	-4	1
O=C(O)C(c1ccccc1)C1(O)CC2CCC1C2 (stereo not drawn)	-2	-0.8	-2	·	2	-0.1	-3	-7	-14
CCOC(=O)CNC(=O)c1c2c(nc3ccccc13)CCCC2	-9	-0.3	-3	2	-10	-0.7	-6	-16	-1
CCN(CC(=O)NC(C)C)C(=O)Cc1ccc(C)c(C)c1	-1	-0.7	-6	-2	5	-0.2	-5	8	0
COc1ccc(OC)c(NC(=O)C(C)N2c3cccc4cccc(c34)S2(=O)=O)c1 (stereo not drawn)	-2	1.0	6	3	-5	0.1	22	9	-8
O=C(Nc1ccc(Cl)cc1)c1ccc2sc([C@@H]3O[C@H](CO)[C@H](O)[C@H](O)[C@H]3O)nc2c1	-2	0.1	-4	6	13	0.1	-1	-6	-13
CCOc1ccc(C(=O)COC(=O)c2cccc(-n3cnnn3)c2)cc1	-4	-0.1	-7	-1	7	-0.2	22	0	2
COc1cccc(CNC(=O)CSc2ccc(-c3cccs3)nn2)c1	-2	0.6	1	-4	-1	-0.8	-2	9	12
CCCN(CC(=O)Nc1ccccc1OC)C(=O)Cn1[nH]c(=O)c2ccccc2c1=O	-3	-0.2	-16	3	15	0.0	-5	-4	0
CCOC(=O)N1CCN(CC(O)COc2cc(C)ccc2C(C)C)CC1 (stereo not drawn)	-4	-0.4	-12	0	2	-0.6	-4	-4	-2
CCNS(=O)(=O)c1ccc(NC(=O)Cn2cc([N+](=O)[O-])cn2)cc1	-13	0.6	-4	1	1	-1.4	-4	4	1
Cc1ccc(C2(c3ccc(C)cc3)NC(=O)N(Cc3c(C)noc3C)C2=O)cc1	-4	-0.4	2	-2	9	-0.7	15	18	-6
CCOC(=O)C1CCCN(S(=O)(=O)c2ccc(F)c(C(=O)Nc3ccc(F)c(F)c3)c2)C1 (stereo not drawn)	-11	-0.9	-3	6	6	-1.4	18	16	4
Cc1cc(C)cc(-n2ncc3c2CCCC3NC(=O)C2CCC2)c1 (stereo not drawn)	-1	0.0	12	-1	-3	0.3	-1	-8	-5
Nc1nc(-c2ccc(Oc3ccccc3)cc2)c(CC(=O)O)s1	-3	-0.3	-184	-20	7	0.3	5	-98	-168
CNC(=S)N(CCc1c(C)[nH]c2ccc(OC)cc12)Cc1ccco1	-1	-0.4	-124	2	4	-0.5	2	-10	-2
